Apaf1 inhib – inhibitors of human Apaf-1 apoptosome, primary screen, biochemical, DEVD-Rh110 fluorescence, uHTS; Apoptotic protease-activating factor 1 (Homo sapiens), O14727; reconstituted apoptosome caspase-3 activity; inhibition, % at 20 µM; 0.71% of 330,000 active; AID 489030, 2010; active means inhibition of at least 40% at 20 µM;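 further: plate controls were DMSO wells for no effect and DEVD-CHO caspase inhibitor wells for full effect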
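Material: biochemical Apaf-1 apoptosome reconstitution. Medium: Hepes buffer, pH 7.5. Also added: cytochrome c activation, bis-DEVD rhodamine 110 substrate. Timing: 30 min compound preincubation, 50 min activation, room temperature. Measured by: rhodamine 110 fluorescence at Ex 480/Em 540 nm.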
SENP6 inh – SENP6 protease inhibitors, primary screen, biochemical, luminescence, uHTS | Recombinant SENP6 catalytic domain, aminoluciferin luminescence | Sentrin-specific protease 6 (Homo sapiens), Q9GZR1 | 1.8% of 330,000 active | inhibition, % at 10 µM;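 active means inhibition above about 50% at the single tested dose, limit read from the data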;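 further: plate controls were DMSO wells with enzyme for no effect and DMSO wells lacking enzyme for full effect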
Target sequence (Q9GZR1 628-1112 limits assumed): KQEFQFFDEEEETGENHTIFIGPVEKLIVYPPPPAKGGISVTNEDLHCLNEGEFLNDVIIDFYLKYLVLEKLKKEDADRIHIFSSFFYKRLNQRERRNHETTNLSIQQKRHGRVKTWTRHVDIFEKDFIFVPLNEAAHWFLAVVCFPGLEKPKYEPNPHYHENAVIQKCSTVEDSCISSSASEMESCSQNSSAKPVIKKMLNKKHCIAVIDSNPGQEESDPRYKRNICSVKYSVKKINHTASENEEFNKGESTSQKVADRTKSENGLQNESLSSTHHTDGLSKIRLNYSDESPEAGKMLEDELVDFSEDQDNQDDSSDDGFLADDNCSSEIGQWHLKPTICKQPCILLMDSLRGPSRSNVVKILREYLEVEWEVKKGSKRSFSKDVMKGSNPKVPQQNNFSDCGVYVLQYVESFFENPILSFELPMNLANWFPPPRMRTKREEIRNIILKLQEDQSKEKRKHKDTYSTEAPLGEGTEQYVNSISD
UBC13 inh – UBC13 polyubiquitin chain formation inhibitors, primary screen, biochemical, TR-FRET, uHTS; AID 485273, 2010; inhibition, % at 20 µM; 0.47% of 330,000 active; Ubiquitin-conjugating enzyme E2 N (Homo sapiens), P61088; in the data active means inhibition above about 45%, passing the limit was not always enough
SENP8 block-1 – human SENP8 protease inhibitors, primary screen, biochemical, fluorescence, Nedd8 protein substrate, uHTS. 0.64% of 360,000 active. inhibition, % at 20 µM. recombinant SENP8. AID 602440, 2012. Sentrin-specific protease 8 (Homo sapiens), Q96LD8; in the data active means inhibition mostly above about 40%, no sharp cut-off; inactive means mostly below about 27%
APOBEC3G inh – APOBEC3G DNA deaminase inhibitors, primary screen, biochemical, fluorescence, single-stranded DNA substrate, uHTS. DNA dC->dU-editing enzyme APOBEC-3G (Homo sapiens), Q9HC16. recombinant A3G, ssDNA deamination FAM/TAMRA fluorescence. inhibition, % at 20 µM. 0.28% of 330,000 active. AID 493012, 2011;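 active means inhibition of at least 40% at 20 µM, with no more than 30% in the related APOBEC3A deaminase screen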;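 further: plate controls were DMSO wells with A3G for no effect and wells lacking A3G enzyme for full effect; some compounds called inactive have numbers as strong as hits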
Target sequence (Q9HC16 whole entry, looked up): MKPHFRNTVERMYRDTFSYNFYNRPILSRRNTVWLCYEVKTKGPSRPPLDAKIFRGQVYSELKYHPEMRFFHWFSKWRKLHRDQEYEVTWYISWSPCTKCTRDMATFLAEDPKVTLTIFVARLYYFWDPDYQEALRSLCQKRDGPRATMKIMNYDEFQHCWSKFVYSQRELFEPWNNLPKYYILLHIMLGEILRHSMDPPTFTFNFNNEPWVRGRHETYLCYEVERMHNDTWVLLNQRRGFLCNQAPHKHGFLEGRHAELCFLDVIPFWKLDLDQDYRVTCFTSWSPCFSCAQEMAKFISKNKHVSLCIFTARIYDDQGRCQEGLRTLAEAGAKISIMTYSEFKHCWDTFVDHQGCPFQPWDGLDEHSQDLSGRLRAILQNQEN
SENP7 block – SENP7 protease inhibitors, primary screen, biochemical, luminescence, uHTS | Sentrin-specific protease 7 (Homo sapiens), Q9BQF6 | recombinant SENP7, Z-RLRGG-aminoluciferin luminescence, 40 min | inhibition, % at 5 µM | 1.5% of 330,000 active;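 active means inhibition above about 50% at the single test dose, limit read from the data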;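 further: plate controls were DMSO with enzyme for no effect and no enzyme buffer wells for full effect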
SENP1 FRET inh – human SENP1 catalytic domain inhibitors, primary screen, biochemical, FRET, uHTS; 0.21% of 360,000 active; inhibition, % at 10 µM; recombinant SENP1 catalytic domain, CyPet-SUMO1-YPet FRET cleavage; AID 624204, 2012;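 active means inhibition at least 30% at 10 µM, raw YFP signal under a set limit, fluorescence ratio 0.5 to 1.5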;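 further: 0% = enzyme with DMSO and 100% = no enzyme wells; some results filed as inactive read as strong as hits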
Target sequence (Q9P0U3 419-644 limits assumed): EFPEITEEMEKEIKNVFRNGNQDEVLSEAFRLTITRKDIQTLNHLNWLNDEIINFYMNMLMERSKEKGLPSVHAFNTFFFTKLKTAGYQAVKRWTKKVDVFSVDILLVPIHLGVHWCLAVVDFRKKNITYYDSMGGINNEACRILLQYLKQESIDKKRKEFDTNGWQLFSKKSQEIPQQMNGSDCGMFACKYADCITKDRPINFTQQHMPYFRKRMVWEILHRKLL
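Assay system – human recombinant His6-tagged SENP1 catalytic domain enzyme · Input – SENP1 enzyme, 20 pM final · Buffer or medium – Tris pH 8 buffer plus EDTA, NaCl, BME, BSA, NP40, catalase · Schedule – 50 min reaction at room temperature · Technique – FRET read of cyan and yellow fluorescence · Control set – no-enzyme wells low, DMSO-plus-enzyme wells high control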
SENP8 block-2 – SENP8 protease inhibitors, primary screen, biochemical, luminescence | Sentrin-specific protease 8 (Homo sapiens), Q96LD8 | purified SENP8, Z-RLRGG-aminoluciferin cleavage | inhibition, % at 10 µM | 1.2% of 330,000 active | AID 2540, 2010; in the data active means inhibition above about 50%
Numbers without * were called inactive; i = inactive.

SMILES	Apaf1 inhib	SENP6 inh	UBC13 inh	SENP8 block-1	APOBEC3G inh	SENP7 block	SENP1 FRET inh	SENP8 block-2
COc1cc2c(cc1OC)[C@H](C)N(C(=O)NCc1ccccc1)CC2	-3	19	7	12	-9	3	1	8
CCOC(=O)C1CCN(C(=O)COc2ccc(S(=O)(=O)N3CCOCC3)cc2C)CC1	1	-25	-5	10	-5	-3	-1	0
COc1ccc(CC(NC(C)=O)C(=O)NC2CCN(S(=O)(=O)c3cccc4ccccc34)CC2)cc1OC (stereo unspecified)	-16	-16	0	6	1	6	1	-2
O=C(CN1CCN(c2ccc(F)cc2)CC1)NCc1ccc(F)cc1	1	-14	3	15	4	6	-1	3
Cc1ccc(NC(=O)CSCC(=O)Nc2cccc3ncccc23)cc1	2	-5	-2	-161	-8	-8	-24	-12
CCCSC1=C(C#N)C(c2cccnc2)C(C(=O)OCC)=C(c2ccccc2)N1 (stereo unspecified)	13	-1	-6	-51	-4	1	0	-7
CC(C)(C)C1CCC(OC(=O)c2ccncc2)CC1 (stereo unspecified)	14	3	-3	22	-2	5	-2	11
CCN(CC(=O)Nc1ccc(NC(C)=O)cc1)C(=O)/C=C/c1cn(Cc2ccccc2)nc1-c1cccnc1	5	-4	-3	-2	-10	4	-5	7
CCc1nnc(NC(=O)CCN(c2cc(C)cc(C)c2)S(=O)(=O)c2ccc(Cl)cc2)s1	23	-19	-8	16	-2	-7	-2	-9
N#Cc1c(-c2ccc(Cl)cc2)c2c([nH]c1=S)CCCC2	10	4	47*	12	-4	4	0	7
CCCC(c1nnnn1Cc1ccc2c(c1)OCO2)N1CCC(C(N)=O)CC1 (stereo unspecified)	4	-14	-8	13	1	3	2	1
Cn1c(=O)c2cc(S(=O)(=O)Nc3ccc4c(c3)OCO4)ccc2n(C)c1=O	-15	0	0	16	0	5	2	6
COc1ccc(C(=O)Nc2ccc3nc(N4CCCCC4)cc(C)c3c2)cc1OC	10	-7	5	-345	-7	-2	-11	2
CN(C)C(=O)c1nnsc1Sc1ccc(Cl)cc1	3	4	7	8	-6	1	1	2
NC(=S)NN=Cc1ccc(-c2ccc(S(=O)(=O)Nc3ncccn3)cc2)o1	7	2	-9	i	62	-1	-12	11
CN(CCCN1CCOCC1)Cc1cn(C)nc1-c1ccccc1F	-6	-11	3	8	-10	5	-3	-8
COc1ccccc1CNC(=O)COC(=O)c1ccc(C(=O)c2ccccc2)cc1	13	7	12	15	-1	9	1	-3
COc1cc(C)ccc1OCc1cc(C(=O)N2CCC(c3ccc(F)cc3)C2)no1 (stereo unspecified)	25	32	4	11	0	7	-4	16
CN1CCN(c2nc(N3CCN(c4ccccc4)CC3)ncc2F)CC1	-2	0	3	12	-5	-7	0	-4
N#CCCN(CCC#N)c1nnc(-c2ccccc2)s1	-5	3	0	-5	-2	10	-1	-1
O=C(NCC(c1ccc(F)cc1)N1CCOCC1)c1ccc(OCc2ccccc2)cc1 (stereo unspecified)	24	-6	-5	5	15	1	-3	-11
CCCCCCCC[n+]1cccc2c3ccccc3ccc21	14	-19	22	-398	20	-8	-4	-8
O=c1c2ccccc2nc(SCc2ccccc2)n1CC1CCCO1 (stereo unspecified)	3	-15	19	22	-8	-2	2	-2
COc1ccc(-n2c(O)c(/C=N/Nc3nc(C)cc(C)n3)c3ccccc3c2=O)cc1OC	6	8	-30	-61	2	7	-57	7
O=C(O)CCC(=O)NNC(=O)c1ccc(Br)cc1	8	-13	-10	8	-5	-6	2	-10
CCS(=O)(=O)Nc1ccc(-c2nnc(SCC(=O)OC)o2)cc1	-14	-12	-5	12	-3	6	3	-1
O=C(COC(=O)CCOc1ccccc1)Nc1ncc(Cl)cc1Cl	3	-10	3	-194	-2	6	-5	-4
Cc1cc(C(=O)N/N=C/c2c(C)[nH]n(-c3ccccc3)c2=O)n[nH]1	77*	-3	-10	18	0	-10	1	-20
O=C(O)C1CC(=O)N(Cc2ccc3c(c2)OCO3)C1 (stereo unspecified)	-14	4	3	3	-1	4	1	11
CCCCCC1CC1C(=O)N/N=C/c1ccc(N(C)C)cc1 (stereo unspecified)	19	4	0	-332	-5	5	0	-4
O=C(CN1C(=O)CNC1=O)Nc1cccc(C(F)(F)F)c1	-3	0	-4	32	1	-2	0	1
O=C(CCN1CCN(c2ccccc2F)CC1)Nc1cccc(F)c1	-4	13	-3	6	-2	3	0	4
COCCNc1nc(-c2cc3ccccc3o2)cs1	0	2	-4	-1	-7	7	-4	12
CN(C)c1ccc(CNn2cnnc2SCc2ccc(F)cc2)cc1	-6	-3	14	-9	-4	-11	0	-9
c1csc(-c2noc(CN3CCc4sccc4C3)n2)c1	3	-22	4	12	-3	8	-2	-2
CCN(CC)c1ccc(-c2nnc(SCC(=O)Nc3ccccc3C#N)n2-c2ccccc2)cc1	19	1	-8	-60	2	-5	-2	3
Cc1cc(C)n(C(=O)c2ccc([N+](=O)[O-])cc2[N+](=O)[O-])n1	4	20	-5	22	-6	7	0	12
Cc1ccc(NCC(O)C(O)C(O)CO)cc1C (stereo unspecified)	-1	-4	-3	0	-5	-7	-7	-5
O=C(CSc1nc(C2CCCCC2)nc2ccccc12)NCc1ccc2c(c1)OCO2	-3	-27	18	8	-6	3	1	-5
CN(C)C(=O)c1cn(-c2ccccc2)nc1-c1cccs1	1	-3	-2	8	-3	-7	-1	-4
O=C(CN1CCN(c2ccccc2F)CC1)N1N=CCC1c1ccccc1 (stereo unspecified)	-6	-6	-12	20	-3	-13	0	7
O=C(CSc1nc(-c2ccccc2)cc(=O)[nH]1)Nc1ccccc1F	8	-2	-8	9	4	-8	2	-5
O=C(c1ccc(Sc2ccc(F)cc2)c([N+](=O)[O-])c1)N1CCOCC1	-14	18	-4	11	-3	-8	0	1
Fc1ccc(/C=N/Nc2nccnc2Cl)cc1	0	93*	-9	-145	1	94*	2	86*
O=C1CCC(C(=O)N2CCC(CCO)CC2)CN1Cc1ccc(Cl)cc1 (stereo unspecified)	6	-3	5	-1	-6	1	2	8
COC(=O)c1cc(OC(=O)c2ccc(=O)[nH]c2)cc(C(=O)OC)c1	-8	-17	3	5	-4	-7	2	-4
O=C(Nc1ccccc1Cl)c1ccc2ccccc2c1	4	-13	-6	11	-3	-12	4	-11
CC1(C)CC(=O)C2=C(C1)c1c(ccc3ccccc13)NC2c1cc([N+](=O)[O-])cc([N+](=O)[O-])c1O (stereo unspecified)	4	15	-19	35	-3	1	4	9
O=C(N/N=C/C=N/NC(=O)c1ccco1)c1ccco1	-13	-5	-48	8	-11	6	2	1
CC(C)C(c1nnnn1C1CCCC1)N(C)C1CCCCC1 (stereo unspecified)	7	-18	11	20	-8	3	1	-4
COc1ccc(NC(=O)c2ccc(N3CCCC3=O)cc2)cc1Cl	0	24	6	5	14	54*	0	-8
O=C(CN1C(=O)COc2ccccc21)N(Cc1ccccc1)Cc1ccccn1	-2	-2	7	20	-4	-2	3	3
COc1ccc(NC(=O)CCC2CCCCC2)cc1S(=O)(=O)N1CCCCC1	16	0	4	-6	-5	4	1	-3
CCN(CC)C(=O)CN1C(=O)C2CC=C(Cl)CC2C1=O (stereo unspecified)	-6	-11	9	12	-4	12	-15	0
COC(=O)CCN(C1CCCCC1)S(=O)(=O)c1ccc(S(=O)(=O)N2CCCCC2)cc1	13	-1	1	35	4	4	2	2
CC(C)CNC(=O)COC(=O)c1ccccc1OCC(=O)Nc1ccc(Br)cc1	-8	-24	-17	0	-6	3	3	-4
COc1ccc(NC(=O)CSCC(=O)Nc2ccccc2N2CCCCC2)cc1	18	-1	1	12	-3	2	0	1
CCCN(CC(=O)Nc1ccccc1C)C(=O)c1ccc(N2CCCCC2)c([N+](=O)[O-])c1	1	1	-12	10	-6	-1	1	0
Nc1nnnn1/N=C/c1ccccn1	-3	13	3	5	-1	2	-3	3
COc1ccc(-c2cc(C(=O)Nc3ccc(OC)cc3OC)no2)cc1	1	-2	0	2	-1	-8	-2	-8
The results go on:
SMILES	Apaf1 inhib	SENP6 inh	UBC13 inh	SENP8 block-1	APOBEC3G inh	SENP7 block	SENP1 FRET inh	SENP8 block-2
CN1CCN(C(=O)C2(NC(=O)NCc3ccccc3)CCCCC2)CC1	-9	3	3	16	-5	1	-2	7
O=S(=O)(NC1CCc2ccccc21)c1ccc(S(=O)(=O)N2CCCC2)cc1 (stereo unspecified)	-1	-3	-2	6	-4	-7	-1	-3
O=C(Cc1ccccc1)NC(NC(=O)Cc1ccccc1)c1cccc([N+](=O)[O-])c1	6	-12	-8	9	4	-6	2	-1
CCCCCCCC(=O)N1CCN(c2cc3c(cc2F)c(=O)c(C(=O)O)cn3CC)CC1	32	6	40	-276	-10	-3	0	2
Cc1ccc(-c2cc(C(=O)NCc3ccccn3)c3ccccc3n2)cc1C	23	-1	4	-179	-3	-9	-2	-5
CN(Cc1nccn1C)C(=O)CC1C(=O)NCCN1Cc1cccc(Oc2ccccc2)c1 (stereo unspecified)	10	-12	-7	-43	-10	-13	-10	-9
COC(=O)c1ccc(C2/C(=C(/O)c3ccc4c(c3)CC(C)O4)C(=O)C(=O)N2CCN2CCOCC2)cc1 (stereo unspecified)	7	-13	-13	6	0	-2	-2	1
O=C(CC1(O)C(=O)N(Cc2ccccc2)c2ccccc21)c1ccc2c(c1)OCO2 (stereo unspecified)	6	-16	10	0	-6	-4	2	-7
Cc1nn(C)cc1CN(C)C(=O)CC12CC3CC(CC(C3)C1)C2	-9	-11	7	2	-11	-3	0	-4
O=S(=O)(c1cccc(-c2nc3n(n2)Cc2ccccc2-3)c1)N1CCCCC1	15	-2	0	0	2	2	4	-5
CC(C)CCOCC(=O)Nc1cccc(C(=O)O)c1	4	58*	-6	7	-7	41	0	9
Cc1ccc(CS(=O)(=O)Cc2ccc(C(=O)NCCCN3CCOCC3)o2)cc1	-21	-27	0	20	-8	0	0	-1
COc1ccc(OC)c(NC(=O)CCNS(=O)(=O)c2cccc3nsnc23)c1	1	-11	6	5	-12	-1	0	5
COC(=O)c1nn(-c2ccc(OC)cc2)c(=O)cc1Oc1ccccc1	-11	-2	5	-60	-12	-2	3	6
CN(C)c1ccc(P(=O)(Nc2ccccc2)N2CCOCC2)c(NC(=O)c2cccs2)c1 (stereo unspecified)	3	-11	9	10	-9	-2	3	0
COc1ccc(-c2nc(NC(=O)c3ccccc3)sc2-c2ccc([N+](=O)[O-])cc2)cc1	22	-12	-14	-21	12	6	-31	0

Record cards, from the list above. Order of values: Apaf1 inhib, SENP6 inh, UBC13 inh, SENP8 block-1, APOBEC3G inh, SENP7 block, SENP1 FRET inh, SENP8 block-2
`O=C(CSc1nc(-c2ccccc2)cc(=O)[nH]1)Nc1ccccc1F` as listed: 8, -2, -8, 9, 4, -8, 2, -5
`CCCN(CC(=O)Nc1ccccc1C)C(=O)c1ccc(N2CCCCC2)c([N+](=O)[O-])c1` as listed: 1, 1, -12, 10, -6, -1, 1, 0
`N#CCCN(CCC#N)c1nnc(-c2ccccc2)s1` as listed: -5, 3, 0, -5, -2, 10, -1, -1
`O=C(NCC(c1ccc(F)cc1)N1CCOCC1)c1ccc(OCc2ccccc2)cc1` (stereo unspecified) as listed: 24, -6, -5, 5, 15, 1, -3, -11

Assay outcomes deposited in PubChem by Sanford-Burnham Center for Chemical Genomics.
